FECH inh – blocks human mitochondrial ferrochelatase activity; purified FECH, Ni-mesoporphyrin absorbance 550 nm; P22830; 20,000 compounds, 3.3% hits; calls only at 10 µM (by protocol);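 active means enzyme reaction rate more than 3 SD below the solvent-only control wells on the same plate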;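 further: lower slope than DMSO wells means FECH inhibition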
Target sequence (P22830 whole entry, looked up): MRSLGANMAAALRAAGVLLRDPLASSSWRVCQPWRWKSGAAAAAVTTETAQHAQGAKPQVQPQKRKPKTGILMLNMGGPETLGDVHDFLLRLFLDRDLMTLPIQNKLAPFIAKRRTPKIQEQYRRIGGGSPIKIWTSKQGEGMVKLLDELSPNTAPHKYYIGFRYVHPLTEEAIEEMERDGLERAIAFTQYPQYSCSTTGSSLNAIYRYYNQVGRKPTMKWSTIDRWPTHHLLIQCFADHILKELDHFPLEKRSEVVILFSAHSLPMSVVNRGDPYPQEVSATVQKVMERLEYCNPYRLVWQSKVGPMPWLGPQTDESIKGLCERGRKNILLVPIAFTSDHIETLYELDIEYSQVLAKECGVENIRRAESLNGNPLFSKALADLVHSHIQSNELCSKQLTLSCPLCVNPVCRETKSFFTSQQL
Calls only; i = inactive; + = active, no number.

Preview:
FECH inh	SMILES
i	CCOc1ccc(N(Cc2nc3nc(C)cc(C)n3n2)C(=O)C(C)C)cc1
i	O=C(Nc1ccccc1C(=O)N1CCCCCC1)c1ccc[nH]c1=O

The list itself, from the first entry:
FECH inh	SMILES
i	CCOc1ccc(N(Cc2nc3nc(C)cc(C)n3n2)C(=O)C(C)C)cc1
i	O=C(Nc1ccccc1C(=O)N1CCCCCC1)c1ccc[nH]c1=O
+	Cn1nc(C(=O)NCc2ccccc2)c2c1CCN(C(=O)C1CCC1)C2
i	CCn1c(=O)c2sccc2n2c(CCCC(=O)NCCc3ccc(S(N)(=O)=O)cc3)nnc12
i	CSc1nc(Nc2ccccc2F)c(C#N)c(-c2ccc(C)cc2)n1
i	O=C(NC1CCCc2ccccc21)C1CCN(c2ncnc3c2nc2n3CCCCC2)CC1 (stereo not given)
i	COc1ccc(CC(=O)N(Cc2nc3nc(C)cc(C)n3n2)c2ccc(Cl)cc2)cc1
i	CCOCCCNC(=O)C1c2c(n(C)c3ccccc23)SCC(=O)N1c1ccc2c(c1)OCO2 (stereo not given)
i	CC(=O)Nc1c2n(c3ccc(F)cc13)CC(C)(C(=O)NC1CCCCC1)N(Cc1ccccn1)C2=O (stereo not given)
i	O=C(Nc1nc2n(n1)C(c1ccccc1)C=C(c1ccc(Cl)cc1)N2)c1ccccc1 (stereo not given)
i	Cc1ccc(NC(=O)N2CCC(n3cnc4cccnc43)CC2)cc1Cl
i	Cc1nn(C)c(C)c1-c1cc(C(=O)N2C[C@H]3C[C@H](O)[C@H](O)C[C@H]3C2)n(C)n1
i	CCOc1c(Nc2cc(C)cc(C)c2)c(=O)c1=O
i	O=C1CCS(=O)(=O)N1c1ccc(S(=O)(=O)N2CCCCC2)cc1
i	CC(=O)c1ccc(NC(=O)CCc2c(C)nn(-c3cc(N4CCCC4)ncn3)c2C)cc1
i	CN1CCN(c2ncccc2CNC(=O)c2nc3ccccc3[nH]c2=O)CC1
+	CCCc1cc(=O)n2[nH]c(CNc3ccc(C)c(C)c3)nc2n1
i	CCOc1ncccc1CNC(=O)c1ccc(C)c(N2CCNC2=O)c1
i	O=C(NCCNc1cccnc1)c1ccc(Cl)cn1
i	CN(CC(=O)c1ccc(O)cc1)C(=O)c1cccc(N2CCOCC2)c1

At a glance, two of the compounds above.
FECH inh	SMILES
i	CCOc1ccc(N(Cc2nc3nc(C)cc(C)n3n2)C(=O)C(C)C)cc1
i	O=C(Nc1ccccc1C(=O)N1CCCCCC1)c1ccc[nH]c1=O

(list continues)
FECH inh	SMILES
i	Cc1ncc(-c2c(-c3ccccc3)ncn2CCCOc2cccnc2)[nH]1
i	CNS(=O)(=O)c1ccc(CCc2nc(C)nn2-c2ccc(F)cc2)cc1
i	CCOc1ccc(Br)cc1S(=O)(=O)N1CCN(c2nc(C)cc(N3CCOCC3)n2)CC1
i	CN(Cc1noc(C2CC2)n1)C(=O)Nc1nc(-c2ccccc2)ns1
i	COc1ccc(Nc2cc(C)nc(N3CCN(S(=O)(=O)c4ccc(Br)cc4)CC3)n2)cc1
i	Cc1ccc(OCC(=O)Nc2cc(C)ccc2OCc2cc(=O)n3oc(C)cc3n2)cc1
i	Cc1nn(-c2cc(N3CCCC3)ncn2)c(C)c1CCC(=O)NCc1ccccc1
i	COc1ccccc1-c1nc(CSc2nc(-c3ccccc3)cc(=O)[nH]2)c(C)o1
i	Cc1ccc(OCC(=O)Nc2ccccc2Sc2c(C)c(C)nc3ncnn23)cc1
i	Cc1ccc(C(NC(=O)c2ccc(-n3cnnc3)cc2)c2cccs2)cc1 (stereo not given)
i	Cc1ccn2c(=O)cc(COc3cccc(NC(=O)CN4C(=O)c5ccccc5C4=O)c3)nc2c1
i	Cc1[nH][nH]c(=O)c1CC(=O)NCc1cnn(-c2cccc(F)c2)c1
i	CC(C)OCCCNc1nc(Nc2ccc3c(c2)OCO3)c2cnn(-c3ccccc3)c2n1
i	COCCNc1nc(Nc2cc(OC)ccc2OC)c2cnn(-c3ccccc3)c2n1
i	O=C(Nc1cccc(OCc2cc(=O)n3cc(Cl)ccc3n2)c1)c1ccccc1
i	Cc1cccc(NC(=O)N2CCC(n3c(C)nc4cccnc43)CC2)c1C
i	CCC(C)N(Cc1cccnc1)C(=O)c1ccc(NS(=O)(=O)CC)cc1 (stereo not given)
i	Cc1nc2ncnn2c(Sc2ccc(NC(=O)Nc3ccc4c(c3)OCCO4)cc2)c1C
i	CCOc1cccc(OCc2nc(-c3ccco3)oc2C)c1
+	Cc1cccc(NCc2nc3nc4c(c(=O)n3[nH]2)CCC4)c1
i	N[C@@H]1c2ccccc2C2(CCN(C(=O)CCCOc3ccccc3)CC2)[C@H]1O
i	CC1Cc2ccccc2N1S(=O)(=O)c1ccc2c(c1)CCN2C(=O)CCC(=O)N1CCCCCC1 (stereo not given)
i	Cc1cc2nc(COc3ccc(Cl)cc3NC(=O)c3ccco3)cc(=O)n2o1
i	Cc1nc(C(C)N(C)Cc2ccc(S(C)(=O)=O)cc2)c(C)s1 (stereo not given)
i	CC(C)OC(=O)c1cc2ccsc2n1CC(=O)NCc1ccccc1
i	Cc1cc(C)n(C2CCN(Cc3ncc[nH]3)C2)n1 (stereo not given)
i	Cc1ncc(CO)c(CN2CCC(C(O)c3cccs3)CC2)c1O (stereo not given)
+	COc1cccc(OC)c1-c1ccc2nc(CO)[nH]c2c1
i	CC(=O)Nc1ccc(-c2c(-c3ccccc3)ncn2CC2CCCO2)cc1 (stereo not given)
i	COc1ccc(CN(Cc2ccsc2)Cc2ccco2)c(Cl)c1O
i	Cc1cccc(N2C(=O)CN(CCc3ccc(S(N)(=O)=O)cc3)[C@H]3CS(=O)(=O)C[C@H]32)c1
i	CCc1cc(CN(C)C(=O)c2cnon2)on1
i	Cn1c(C(=O)NCc2cccnc2Oc2ccc(F)c(F)c2)cc(=O)n(C)c1=O
i	CCC(=O)Nc1cc(Cl)ccc1C(=O)N(C)CCCc1c(C)n[nH]c1C
i	CCc1nc(C)c(C(=O)N(C)Cc2cc(-c3ccccc3)on2)o1
i	CC(C)COc1ccccc1CN(C)C(=O)Cc1ccncc1
+	COc1ccc(CNc2nc3nc(CN4CCCC4)cc(=O)n3[nH]2)cc1
i	O=S(=O)(NCc1ccccc1)N1CCC(C(O)Cc2ccccc2)CC1 (stereo not given)
i	OCCNc1nc(Nc2ccccc2)c2cnn(-c3ccccc3)c2n1
i	COC(=O)c1ccccc1NC(=O)C(C)N1Cc2ccccc2C1=O (stereo not given)
i	CCCNS(=O)(=O)c1ccc2c(c1)CCN2C(=O)CCC(=O)N1CCOCC1
i	CN1[C@@H](c2ccccc2)[C@@H](C(=O)N2CC(n3cccn3)C2)C[C@@]1(C)C(=O)O
i	CC(=O)Nc1ccc(-c2cn(CCc3nc(C)c4c(n3)CCC4)nn2)cc1
i	CCC(CC)n1nc(C)cc1NC(=O)CCc1ccccc1
i	CC(C)C1CN(c2cncc(C(=O)N3CCOCC3)n2)CCCN1CC1CC1 (stereo not given)
i	Cc1nnsc1C(=O)NCCc1ccc(S(N)(=O)=O)cc1
i	CCCC(=O)Nc1cc2c(cc1OC)NC(=O)CC2c1ccc(Cl)s1 (stereo not given)
i	Cn1ncc(-c2nc3c([nH]2)c(C2CC2)nn3C)c1-c1ccccc1
i	CCCc1cnc(C)nc1NC1CC(=O)N(C2Cc3ccccc3C2)C1 (stereo not given)
i	CCCc1cc(C(=O)NCC2(O)CCNC2)ccn1 (stereo not given)
i	Cc1nc2sc(C(=O)N3CCC4(CCCO4)CC3)c(C)c2c(=O)[nH]1
i	CC(C)c1nc(CNC(=O)c2cc(COc3ccccc3)[nH]n2)cs1
i	COc1ccc(Nc2cc(C)nc(Nc3ccc(NC(=O)CC4CCCC4)cc3)n2)cc1
i	CCO[C@H]1COC[C@@H]1NC(=O)CN1CCC(C)=N1
i	Cc1ccc(-c2cc(Nc3ccccc3C)nc(C)n2)cc1
i	CSc1nc(-c2ccccc2)c(C#N)c(N(C)CCO)n1
i	COc1ccccc1CN(Cc1cccnc1)Cc1nccs1
i	COc1cc(C(=O)NC(C)c2n[nH]c(C)n2)c2ccccc2n1 (stereo not given)
+	Cc1cccc(CN2CCCN(CC(=O)Nc3ccc(F)cc3)S2(=O)=O)c1
i	COc1ccc(NC2=NC(C(=O)NCCc3ccccc3)CC(=O)N2)cc1 (stereo not given)

Four of the compounds above, with each value named.
Molecule: Cc1ccc(-c2cc(Nc3ccccc3C)nc(C)n2)cc1
  FECH inh = i
Molecule: CSc1nc(-c2ccccc2)c(C#N)c(N(C)CCO)n1
  FECH inh = i
Molecule: COc1ccccc1CN(Cc1cccnc1)Cc1nccs1
  FECH inh = i
Molecule: COc1cc(C(=O)NC(C)c2n[nH]c(C)n2)c2ccccc2n1 (stereo not given)
  FECH inh = i

Remaining list, next part.
FECH inh	SMILES
i	CCOc1ccc(CNC(=O)c2nc(N3CCCC3)c3oc4ccccc4c3n2)cc1
i	CCc1nc2nc(C)[nH]n2c(=O)c1NC(=O)Nc1ccc(F)c(Cl)c1
i	CN1CCN(c2ncccc2CNC(=O)c2cccc(-c3cn[nH]c3)c2)CC1
i	CCC1CCC(C(=O)NCc2nc(CCc3ccccc3)n[nH]2)CC1 (stereo not given)
i	COc1ccc(Nc2cc(C)nc(Nc3ccc(NC(=O)CC(C)C)cc3)n2)cc1
i	COc1cc(CNC(=O)C2CCCN2c2nnc(N3CCCC3=O)s2)cc(OC)c1OC (stereo not given)
i	NS(=O)(=O)c1ccc(NC(=O)c2ccc(-n3nnc4cccnc43)cc2)cc1
i	NC(=O)c1cccc(CC2CCN(C(=O)c3cc(=O)c4ccccc4o3)C2)c1 (stereo not given)
i	CCCCNc1nc(Nc2ccc(OCC)cc2)c2cnn(-c3ccccc3)c2n1
i	COCCn1c(CNS(=O)(=O)c2ccc(F)c(Cl)c2)nc2cccnc21
i	Cc1ccc(-c2nc3cccnc3n2CCNS(=O)(=O)c2ccc(C)cc2)cc1
i	CCC1=NOC(C(=O)NCc2cccnc2Oc2ccc(C)nc2)C1 (stereo not given)
i	Cc1ccccc1Nc1nc(N2CCC(C)CC2)nc2c1cnn2-c1ccccc1
i	CCOc1ccccc1CNC(=O)c1cc2n(n1)CC(C)(C(=O)NCc1ccc(F)cc1)N(C)C2=O (stereo not given)
+	CCCc1cc(=O)n2[nH]c(CNc3cccc(C)c3)nc2n1
i	Cc1ccc2nc(COc3cccc(NC(=O)c4cccc(Br)c4)c3)cc(=O)n2c1
i	CCc1cc(Sc2ccc(NC(=O)c3ccccc3OC)cc2)n2ncnc2n1
+	CCc1ccc2c(c1)-c1ccccc1S(=O)(=O)N2CC(=O)Nc1cc(C)ccc1C
i	CCC1=C(c2ccc(OC)cc2)S(=O)(=O)N(CC(=O)Nc2ccc(Br)cc2)C1=O
i	CCc1nc(C)sc1C(=O)N1C[C@@H]2C3CCC(CC3)[C@@H]2C1

A second format for 2 compounds above.
| Compound | FECH inh |
| --- | --- |
| Cc1ccc(-c2nc3cccnc3n2CCNS(=O)(=O)c2ccc(C)cc2)cc1 | i |
| CCC1=NOC(C(=O)NCc2cccnc2Oc2ccc(C)nc2)C1 (stereo not given) | i |

(cont.)
FECH inh	SMILES
i	CC(Cn1cccn1)C(=O)N1CCOc2c(O)cc(-c3cccnc3)cc2C1 (stereo not given)
i	CC(=O)Nc1ccc(CNC(=O)CN2CCCN(C(=O)C3CC3)CC2)cc1
i	COc1ccc(NC(=O)C2CCCN2S(=O)(=O)c2ccc3c(c2)CCCC(=O)N3)cc1OC (stereo not given)
i	COc1cccc(-c2ccc3c(c2)CCCN3C(C)=O)c1OC
i	CCCCNc1cc(CCC)nc2nc(-c3cccnc3)nn12
i	Cc1cccc(C(=O)Nc2cccc(OCc3cc(=O)n4cc(C)ccc4n3)c2)c1
i	CN(Cc1ncc[nH]1)c1nccc(C2CCCC2)n1
i	COc1cc(OC)cc(-c2nc(C(N)=O)c3c(n2)n(-c2ccc(C)c(C)c2)c(=O)n3C)c1
i	CCCc1nc(CNC(=O)C2CCCN(Cc3ccco3)C2)cs1 (stereo not given)
i	O=C(CC1CCN(S(=O)(=O)c2ccccc2)CC1)NCCCN1CCC(N2CCCCC2)CC1
i	CCc1nc(OCC(=O)NCc2cccc(OC)c2)c2c(C)c(C)oc2n1
i	c1coc(-c2nccn2CCc2c[nH]c3ccccc23)c1
i	Cc1ccnc(N2CCOc3c(O)cc(-c4ccccc4C)cc3C2)n1
i	O=C(NCc1ccccc1-n1ccnc1)c1ccc(Cl)cn1
i	CCC(NC(=O)c1ccccc1-n1cncn1)c1ccnn1C (stereo not given)
i	CCCC(C(=O)Nc1cc(OC)c(OC)c(OC)c1)N1Cc2ccccc2C1=O (stereo not given)
i	O=C(c1cn(-c2ccccc2)nn1)N1CCN(CCc2ccccn2)CC1
i	CC(CNC(=O)c1cccs1)N(C)c1ccccc1 (stereo not given)
i	COc1ccccc1CN(C(=O)C(C)Sc1ccccn1)C1CC1 (stereo not given)
i	CCCn1nc(C)c(CNC(=O)C(C)n2cnc3ccccc32)c1C (stereo not given)
i	Cc1nn(CC(=O)NCCc2ccc(S(N)(=O)=O)cc2)c(=O)c2cc3sccc3n12
i	Cc1ccc(Cl)cc1NC(=O)CN1CCN(Cc2ccc(F)cc2Cl)S1(=O)=O
i	Cc1noc(C)c1S(=O)(=O)NCc1nc2cccnc2n1CC(C)C
i	Cc1nc2nc(-c3ccccc3)[nH]n2c(=O)c1C
i	Cc1[nH]cnc1C1CC(=O)Nc2cc3c(cc21)CCc1ccccc1N3 (stereo not given)
i	CCC1(CO)CCCN(C(=O)Nc2nnc(C)s2)C1 (stereo not given)
i	Cc1cc(C)cc(C(=O)Nc2cc(C)nn2-c2ncnc3c2cnn3-c2cccc(C)c2C)c1
i	COc1ccc(CCCNC(=O)c2ccc(-c3cncnc3)nc2)cc1
i	CCN1CCN(Cc2cc(C(=O)N(C)Cc3cccc(Cl)c3)no2)CC1
i	O=C(CN1CCOc2ccccc2C1)N1CCCC1Cn1cccn1 (stereo not given)
i	c1cncc(-c2nc(CCNC3CCSC3)cs2)c1 (stereo not given)

Not all compounds are listed (hit frequency here may not be typical).
